A350 fluor – compound fluoresces in the Alexa 350 spectral region. Compound autofluorescence, 340/450 nm, Alexa 350 dye-equivalents; active compounds read high. max dye-equivalent concentration, M. 59,000 compounds, 11% hits. AID 590; in the data active = max dye-equivalent concentration above about 10 nM; inconclusive = mostly about 1.1 nM to 9.6 nM
HEK293 cAMP ctrl – parental HEK293 cAMP activation (counter-screen); parental HEK293 CNG cAMP sensor, membrane potential fluorescence; Potency, µM (top dose mostly 57.1 µM), without a hit: at the highest dose activation, actives largely listed as activators; 73,000 compounds, 2.5% hits; AID 938; note: potency is the fitted concentration of half-maximal effect; % of control where 0% means no effect; nearly all actives have a fitted effect of over 55% in size
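Counterscreen for endogenous-receptor signalling: CNG-channel HEK 293 cells report cAMP rise by membrane depolarization. After 60 min dye equilibration with 100 uM RO 20-1724, compounds incubated 30 min before bottom-read fluorescence at 590 nm.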
BRCT PPI green – blocks human BRCA1 BRCT binding to phosphopeptide, green readout | BRCA1 BRCT-phosphopeptide binding, green fluorescence polarization | Potency, µM (doses to about 76.9 µM), for inactives: top-dose activity change, negative = inhibition, usual class: inhibitors | 75,000 compounds, 0.05% hits;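 note: potency is the fitted concentration of half-maximal effect; plate controls were peptide without protein for full effect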
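Fluorescence polarization: His-tagged BRCT (~35 kDa BRCA1 C-terminus, 250 nM) bound to 100 nM fluorescein-labeled phosphorylated 10-aa BACH1 peptide, pH 7.3 phosphate buffer with DTT and Tween 20. Compounds incubated 12 min at room temperature; inhibition read as lowered polarization.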
Caspase-1 inhib – allosteric or competitive inhibitors of human caspase-1; P29466; Caspase-1 enzyme, Ac-WEHD-AFC fluorogenic rate; Potency, µM (titrated, usually from 57.5 µM), for the others: at the top dose activity change, negative = inhibition, hits mostly inhibitors; 75,000 compounds, 0.03% hits; AID 900;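 note: potency is the fitted concentration of half-maximal effect; plate controls were vehicle for no effect and no substrate for full effect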
Target sequence (P29466 120-297 limits assumed): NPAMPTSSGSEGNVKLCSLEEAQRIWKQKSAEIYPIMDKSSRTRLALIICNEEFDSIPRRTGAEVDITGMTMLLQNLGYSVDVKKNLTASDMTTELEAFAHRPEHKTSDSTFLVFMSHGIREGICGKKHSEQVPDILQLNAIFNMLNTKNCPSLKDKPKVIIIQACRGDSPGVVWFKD
Target sequence (P29466 317-404 limits assumed): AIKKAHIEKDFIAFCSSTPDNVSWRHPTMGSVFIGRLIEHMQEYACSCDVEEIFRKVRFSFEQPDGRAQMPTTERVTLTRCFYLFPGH
USP2a inhib – inhibitors of human ubiquitin-specific protease USP2a. O75604. USP2a enzymatic assay, qHTS inhibition. Potency, µM (top dose mostly 38.3 µM), without a hit: at the highest dose activity change, negative = inhibition, hits mostly inhibitors. 60,000 compounds, 0.1% hits. AID 927;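 note: potency is the fitted concentration of half-maximal effect; nearly all actives have a fitted effect of over 60% in size; plate controls were DMSO for no effect and NEM full inhibition control for full effect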
Target sequence (O75604 whole entry, looked up): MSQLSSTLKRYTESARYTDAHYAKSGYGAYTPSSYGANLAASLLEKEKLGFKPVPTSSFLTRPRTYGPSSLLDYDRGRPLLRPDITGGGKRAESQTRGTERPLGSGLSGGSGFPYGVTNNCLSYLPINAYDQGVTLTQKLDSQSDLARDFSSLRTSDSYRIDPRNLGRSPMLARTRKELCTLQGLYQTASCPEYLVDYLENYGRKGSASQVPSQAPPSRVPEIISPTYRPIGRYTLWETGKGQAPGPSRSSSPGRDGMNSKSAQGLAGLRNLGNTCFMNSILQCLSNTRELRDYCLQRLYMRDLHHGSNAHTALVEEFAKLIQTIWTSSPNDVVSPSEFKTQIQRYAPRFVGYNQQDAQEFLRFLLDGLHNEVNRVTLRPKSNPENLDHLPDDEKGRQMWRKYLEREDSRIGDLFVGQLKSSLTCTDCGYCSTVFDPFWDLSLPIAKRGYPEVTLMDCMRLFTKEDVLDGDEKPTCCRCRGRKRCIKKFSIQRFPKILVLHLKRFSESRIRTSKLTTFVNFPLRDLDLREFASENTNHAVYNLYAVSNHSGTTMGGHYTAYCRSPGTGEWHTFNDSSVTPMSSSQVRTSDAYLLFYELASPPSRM
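USP2 core (20nM final) preincubated 30 min RT with compound, then Ub-PLA2 20nM and NBD C6-HPC 20uM final added; buffer 20mM Tris-HCl pH 8.0, 2mM CaCl2. Fluorescence Ex 460/Em 535 read at 0 and 2.5 h; normalized to NEM.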
BRCT inh red – BRCT-phosphoprotein interaction inhibition (red fluorophore). BRCT-phosphopeptide binding, red fluorescence polarization. P38398. 75,000 compounds, 0.03% hits. Potency, µM (series often up to 76.9 µM), inactives show at the top dose activity change, negative = inhibition, most hits filed as inhibitors. AID 892; note: % is set by controls: 0 for no effect and ±100 for the full control effect
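Fluorescence polarization: 100 nM His-tagged BRCA1 BRCT with 100 nM TAMRA-labelled phospho-BACH1 decapeptide, phosphate buffer pH 7.3 with 150 mM NaCl, DTT, 0.01% Tween 20; 12 min RT. Binding inhibition seen as FP decrease.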
Rhodamine fluor – compound fluoresces in the rhodamine spectral region; Rhodamine-region fluorescence, 547/598 nm, Tris buffer; active compounds read high; 59,000 compounds, 0.05% hits; max dye-equivalent concentration, M; in the data active = max dye-equivalent concentration above about 11 nM; inconclusive = between about 1.1 nM and that limit
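Compounds in 100 mM Tris buffer, pH 8.0, were incubated 15 min at room temperature, then read at 547 nm excitation and 598 nm emission. Fluorescence was normalized against a per-plate six-point rhodamine standard curve as dye-equivalent concentration.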
Casp7 inh – caspase-7 (human) inhibition, allosteric or competitive | P55210 | recombinant caspase-7, Ac-DEVD-AFC fluorescence rate | Potency, µM (doses to about 57.5 µM), without a hit: at the top dose activity change, negative = inhibition, actives largely listed as inhibitors | 75,000 compounds, 0.02% hits; active = well fitted inhibition curve with a large enough effect in the main read-out, with a control signal flat, not every such curve was filed as active; inconclusive = small, poorly fitted or top-dose-only effect, or a change in a side signal; note: potency is the fitted concentration of half-maximal effect; % of control where 0% means no effect
TexasRed autofl – compounds fluorescent in Texas Red spectral region; Compound fluorescence, Texas Red channel, 547/618 nm; active compounds read high; max dye-equivalent concentration, M; 59,000 compounds, 0.06% hits; AID 587; in the data active = max dye-equivalent concentration above about 10 nM; inconclusive = between about 1.1 nM and that limit
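Spectral interference profiling: each compound concentration's relative fluorescence, read with a 547 nm excitation and 618 nm emission filter pair, was normalized to a per-plate Texas Red standard curve.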
4-MU autofl – compounds fluorescent in 4-MU spectral region; compound autofluorescence, 340/450 nm, 4-MU equivalents; active compounds read high; max dye-equivalent concentration, M; 59,000 compounds, 11% hits; in the data active = max dye-equivalent concentration above about 10 nM; inconclusive = mostly about 1.1 nM to 9.6 nM
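Compounds in 100 mM Tris, pH 8.0, incubated 15 min at room temperature, then fluorescence read at 340 nm excitation/450 nm emission. Signal converted to 4-MU dye-equivalent concentration using an on-plate six-point 4-MU standard curve.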
Fluorescein fluor – compound fluoresces in the fluorescein spectral region; Compound autofluorescence, 480/540 nm, fluorescein-equivalent; active compounds read high; max fluorescein-equivalent concentration, M; 59,000 compounds, 0.91% hits; in the data active = max fluorescein-equivalent concentration above about 10 nM; inconclusive = between about 1.1 nM and that limit
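Spectral profiling of library compounds in the fluorescein window (480 nm excitation, 540 nm emission) after 15 min at room temperature in pH 8.0 Tris (100 mM). Values are dye-equivalent concentrations.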
Numbers without * were called inactive; i = inactive; ? = inconclusive; · = no result given; [ ] = another dose, or the depositor's remark. Unless noted, calls come from the whole dose curve; as a rule, active = well fitted curve in the direction sought with a large enough effect; inconclusive = small, poorly fitted or top-dose-only effect, or another doubt; inactive = no such curve, though single readings can be large; an effect the other way counts as inactive or inconclusive.

No.	Structure	A350 fluor	HEK293 cAMP ctrl	BRCT PPI green	Caspase-1 inhib	USP2a inhib	BRCT inh red	Rhodamine fluor	Casp7 inh	TexasRed autofl	4-MU autofl	Fluorescein fluor
1	CCCCn1c(NCCC)nc2c1c(=O)[nH]c(=O)n2C	i	-2.7%	-2.8%	-1.6%	-7.4%	0.5%	i	-0.9%	i	i	?
2	COC(=O)c1sc(NC(=O)c2oc3ccccc3c2C)nc1C	1.72e-08M*	·	·	·	·	·	i	·	i	1.44e-08M*	?
3	O=C(CSc1ncc(C(F)(F)F)cc1Cl)N1CCN(S(=O)(=O)c2ccccc2)CC1	i	29.7%	-0.8%	-0.4%	32.9%[activator]	-2.5%	i	-5.7%	?	i	i
4	Cc1ccc(F)c(NC(=O)C2CCCCC2C(=O)O)c1 (stereo unspecified)	·	4.6%	-0.5%	2.1%	0.0%	-2.3%	·	1.6%	·	·	·
5	Cc1cc(NC(=O)c2cncc(Br)c2)n(-c2ccccn2)n1	i	11.9%	-1.8%	-1.5%	3.9%	0.6%	i	-0.1%	i	i	?
6	COc1c(F)c(F)c(C(=O)Nc2ccccc2N2CCN(C(C)=O)CC2)c(F)c1F	i	3.7%	1.1%	-0.1%	35.4%[activator]	-1.4%	i	-2.3%	i	i	i
7	CCn1c(O)c(C=NCCN2CCOCC2)sc1=S	?	7.7%	-0.6%	-5.1%	-6.5%	0.6%	i	-3.5%	i	?	i
8	O=C(CSc1nnc(-c2ccco2)o1)c1ccccc1	i	6.0%	0.2%	0.1%	34.1%[activator]	-1.4%	i	-4.4%	i	i	i
9	C[N+]1=C2CCCCCN2C(O)(c2ccccc2)C1 (stereo unspecified)	i	2.1%	0.5%	0.6%	4.1%	1.5%	i	-2.1%	?	i	i
10	COc1cc(C)c2c(c1C=O)Oc1c(c(C)c(O)c3c1C(O)OC3=O)OC2=O (stereo unspecified)	·	·	3.6%	-9.4%	-3.9%	-1.9%	·	-0.8%	·	·	·
11	CCCCN(C(=O)CN1C(=O)C2CC=CCC2C1=O)c1c(N)n(CCC)c(=O)[nH]c1=O (stereo unspecified)	?	12.3%	0.8%	0.8%	2.5%	0.3%	i	-0.5%	i	i	?
12	CCOc1ccccc1Nc1nnc(SCc2ccc(C(=O)OC)o2)s1	i	27.5%	-0.1%	1.4%	10.2%	-0.7%	i	-1.3%	i	i	?
13	O=C(Nc1cccc(C(F)(F)F)c1)c1cc(-c2cccs2)on1	i	15.1%	-1.0%	-0.2%	-2.2%	0.4%	i	0.8%	i	i	i
14	CC(=O)Nc1cccc(Oc2cc(C#N)c(C#N)cc2N2CCOCC2)c1	?	-3.1%	0.1%	-0.1%	9.4%	-0.5%	i	0.4%	i	i	?
15	CCC(c1nc2ccccc2c(=O)n1-c1cccnc1)N1C(=O)c2ccccc2C1=O (stereo unspecified)	i	4.2%	0.9%	2.4%	18.8%	0.2%	i	0.5%	i	i	?
16	COc1ccccc1OCCCn1c(=O)oc2ccc(C)cc21	i	17.7%	-1.5%	-2.7%	-6.9%	-1.5%	i	0.4%	i	i	i
17	CC(C)=CCC/C(C)=C/CO/N=C1/[C@H]2O[C@@H]2[C@@H](O)[C@H]2[C@H]1CCn1c(=O)n(-c3ccccc3)c(=O)n12	·	-1.6%[11.4 µM]	-0.1%[15.4 µM]	-2.7%[11.5 µM]	·	1.0%[15.4 µM]	·	-2.2%[11.5 µM]	·	·	·
18	O=C(c1cc(Br)ccc1O)c1cc(Br)ccc1O	i	-8.3%[11.4 µM]	-0.9%[15.4 µM]	?	·	-0.5%[15.4 µM]	i	-1.5%[11.5 µM]	i	i	i
19	CCCCCCN(C(=O)CCCCCN1C(=O)NC(c2ccc(-c3ccccc3)cc2)C(C(=O)OCc2ccccc2)=C1C)C(C(=O)NCCCC)c1ccccn1 (stereo unspecified)	·	20.4%	-0.4%	-5.5%	·	-1.4%	·	-1.7%	·	·	·
20	CCOc1ccc2ccccc2c1C(=O)N1CCN(c2ccccc2)CC1	i	?	0.3%	-11.2%	17.8%	0.2%	i	-0.9%	i	i	i
21	COCCN1Cc2cccc(C(=O)Nc3ccc(S(=O)(=O)N4CCCCCC4)cc3)c2C1=O	?	16.2%	-2.3%	-1.3%	18.6%	0.0%	i	1.7%	i	i	i
22	COc1ccc2nc(NC(=O)C3CCCN(S(=O)(=O)c4cccs4)C3)sc2c1 (stereo unspecified)	i	2.4%	-0.9%	-2.3%	27.6%	0.1%	i	-2.5%	i	i	i
23	COCCN(CCOC)C(=O)C12CCC(C)(C(=O)C1)C2(C)C (stereo unspecified)	i	·	·	·	·	·	i	·	i	i	i
24	C[C@H](CCC(=O)O)[C@H]1CC[C@@H]2[C@@H]3CC[C@H]4C[C@@H](O)CC[C@@]4(C)[C@@H]3C[C@H](O)[C@@]21C	i	4.0%[11.4 µM]	-1.4%[15.4 µM]	3.3%[11.5 µM]	·	-1.2%[15.4 µM]	i	-5.7%[11.5 µM]	i	i	i
25	CCC(=O)N1CCc2cc(Br)cc(S(=O)(=O)CCC(=O)NCC3CCCO3)c21 (stereo unspecified)	i	1.0%	-1.2%	-0.8%	-0.5%	-2.4%	i	4.1%	i	i	i
26	C=CCn1c(C)cc(C(=O)CN2C(=O)c3ccccc3C2=O)c1C	i	12.1%	-0.1%	-4.1%	-2.8%	-0.9%	i	-0.6%	?	i	i
27	O=S(=O)(O)c1nc2ccccc2n1CCOc1ccccc1	i	17.0%	0.4%	1.3%	-4.2%	-0.3%	i	2.3%	i	i	i
28	CCCCCCN(C(=O)CCCCCN1C(=O)NC(c2ccc(-c3ccccc3)cc2)C(C(=O)OCc2ccccc2)=C1C)C(C)C(=O)NCCCC (stereo unspecified)	·	-3.0%	-1.4%	-12.4%	·	0.8%	·	-2.1%	·	·	·
29	CC(O)c1nc2ccc(Cc3ccc4nc(C(C)O)[nH]c4c3)cc2[nH]1 (stereo unspecified)	i	-1.0%	1.1%	0.0%	5.6%	-1.7%	i	0.9%	i	i	?
30	CN(CC(=O)NCc1ccc(Cl)cc1)S(=O)(=O)c1cccc2nsnc12	i	-0.9%	-0.6%	-0.5%	2.8%	-0.9%	i	-0.7%	?	i	i
31	O=C1NC2(CCOc3ccccc32)C(=O)N1CC(=O)N(Cc1ccccc1)C1CCS(=O)(=O)C1 (stereo unspecified)	i	?	-1.1%	-3.0%	27.4%	-0.4%	i	1.9%	i	i	i
32	COc1ccc2[nH]cc(CCNc3ncncc3-c3ccccc3CN(C)C)c2c1	i	8.7%	-1.9%	-5.6%	6.7%	0.4%	i	-0.8%	?	i	i
33	CC1=C(C(=O)OC(C)C)C(c2c[nH]c3ccccc23)n2ncnc2N1 (stereo unspecified)	·	10.3%	-1.7%	0.0%	·	0.5%	·	-0.4%	·	·	·
34	COC(=O)[C@@H](NC(=O)N1CCN(c2cccc(C(F)(F)F)c2)CC1)C(C)C	?	2.2%	0.7%	-0.1%	11.6%	0.1%	i	-0.4%	i	i	i
35	CN(C)CCN(Cc1ccc(Cl)cc1)c1ccccn1	?	9.0%[25.6 µM]	-0.8%[34.4 µM]	2.2%[25.7 µM]	1.5%[17.1 µM]	-1.1%[34.4 µM]	i	3.2%[25.7 µM]	?	?	?
36	C=CCN(C(=O)Cn1nnc2ccccc21)C(C(=O)NCCOC)c1ccc(OC)cc1OC (stereo unspecified)	i	2.6%	-0.4%	-0.2%	31.4%[activator]	0.6%	i	-5.1%	i	i	?
37	COc1ccccc1-c1cncnc1Nc1ccccc1	i	15.1%	-1.5%	-3.3%	25.7%	-1.6%	i	-3.7%	i	i	i
38	COc1ccccc1CNc1nc2ccccc2n1CCN1CCCCC1	i	5.3%	-0.9%	-0.5%	4.2%	-0.7%	i	0.2%	i	i	i
39	O=C(CSc1nc2ccccc2[nH]1)NCc1ccco1	·	-3.3%	-1.2%	0.2%	0.8%	-1.0%	·	0.3%	·	·	·
40	CCCNC(=O)C(NS(=O)(=O)c1cccc2nsnc12)c1ccccc1 (stereo unspecified)	i	4.9%	-1.6%	-2.2%	5.5%	0.2%	i	0.3%	i	i	i
41	CC1(C)N=C(c2ccc(Cl)cc2)C(=O)N1	i	-4.2%	-1.4%	0.3%	-4.2%	0.2%	i	1.4%	i	i	i
42	COc1ccc(N2CCN(C3CC(=O)N(C)C3=O)CC2)cc1 (stereo unspecified)	·	-2.3%[11.4 µM]	3.3%	-1.0%	-2.0%[7.66 µM]	0.4%	·	-0.3%	·	·	·
43	CCc1ccc2[nH]c(=O)c(CN(CCCN3CCOCC3)C(=O)Nc3ccc(F)cc3)cc2c1	1.03e-08M*	25.2%	9.0%	-7.8%	28.9%	-1.8%	i	-4.4%	i	1.11e-08M*	i
44	Clc1cccc2sc(N3CCOCC3)nc12	i	5.5%	-5.7%	1.5%	-7.1%	1.6%	i	0.3%	i	i	?
45	CCOC(=O)CCc1c(C)c(C#N)c2nc3ccccc3n2c1-n1ccnc1C	?	·	·	·	·	·	i	·	i	1.25e-08M*	i
46	COc1cccc(-c2cc(N)nn2C(=O)Nc2ccc(Cl)cc2)c1	·	2.8%	0.2%	0.6%	·	0.5%	·	-9.7%	·	·	·
47	CCOC(=O)C1CCCN(C(=O)Cc2ccc(OC)c(OC)c2)C1 (stereo unspecified)	i	5.9%	-2.4%	2.2%	-1.5%	-1.8%	i	0.2%	i	i	i

This is a subset. The share of hits here may be higher or lower than overall.
